Compound activity (PubChem BioAssay)
BH1578 lux ind = quorum light induction in luxS cqsA deficient V. cholerae; V. cholerae BH1578 lux reporter, luminescence, 6 h; activation, % at 18.7 µM; actives 0.16% (n = 350,000); in the data active = activation mostly above about 9.7%, no sharp cut-off; also: not every result past the cut was called active; inactives centre near 0; reference of the scale not given here
MazEF act = activators of E. coli MazEF toxin-antitoxin RNase. activation, % at 20 µM. AID 504720. P0AE70. FAM/BHQ RNA-DNA oligo cleavage fluorescence, 5 h. actives 0.32% (n = 350,000); in the data active = activation above about 50%
Y pestis TopoI = Y. pestis Topo-I inhibition via cleavage products. Y. pestis Topo-I cleavage product accumulation, plate reader. activity, % at 10 µM. actives 0.064% (n = 360,000). AID 504884; in the data active = activity above about 50%, passing the limit was not always enough; also: inactives centre near 2
Rv3671c protease = inhibits the M. tuberculosis serine protease Rv3671c | P9WHR9 | inhibition, % at 5.96 µM | actives 0.048% (n = 320,000) | AID 2606; in the data active = inhibition above about 38%;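 also: extracellular domain of Rv3671c used as enzyme; 0% = enzyme with DMSO and 100% = no enzyme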
TcdB GH inh = TcdB glycohydrolase inhibition; inhibition, % at 9.99 µM; AID 652162; actives 0.24% (n = 350,000); P18177; TcdB glycohydrolase enzymatic assay, plate reader; in the data active = inhibition above about 10%
Target sequence (P18177 whole entry, looked up): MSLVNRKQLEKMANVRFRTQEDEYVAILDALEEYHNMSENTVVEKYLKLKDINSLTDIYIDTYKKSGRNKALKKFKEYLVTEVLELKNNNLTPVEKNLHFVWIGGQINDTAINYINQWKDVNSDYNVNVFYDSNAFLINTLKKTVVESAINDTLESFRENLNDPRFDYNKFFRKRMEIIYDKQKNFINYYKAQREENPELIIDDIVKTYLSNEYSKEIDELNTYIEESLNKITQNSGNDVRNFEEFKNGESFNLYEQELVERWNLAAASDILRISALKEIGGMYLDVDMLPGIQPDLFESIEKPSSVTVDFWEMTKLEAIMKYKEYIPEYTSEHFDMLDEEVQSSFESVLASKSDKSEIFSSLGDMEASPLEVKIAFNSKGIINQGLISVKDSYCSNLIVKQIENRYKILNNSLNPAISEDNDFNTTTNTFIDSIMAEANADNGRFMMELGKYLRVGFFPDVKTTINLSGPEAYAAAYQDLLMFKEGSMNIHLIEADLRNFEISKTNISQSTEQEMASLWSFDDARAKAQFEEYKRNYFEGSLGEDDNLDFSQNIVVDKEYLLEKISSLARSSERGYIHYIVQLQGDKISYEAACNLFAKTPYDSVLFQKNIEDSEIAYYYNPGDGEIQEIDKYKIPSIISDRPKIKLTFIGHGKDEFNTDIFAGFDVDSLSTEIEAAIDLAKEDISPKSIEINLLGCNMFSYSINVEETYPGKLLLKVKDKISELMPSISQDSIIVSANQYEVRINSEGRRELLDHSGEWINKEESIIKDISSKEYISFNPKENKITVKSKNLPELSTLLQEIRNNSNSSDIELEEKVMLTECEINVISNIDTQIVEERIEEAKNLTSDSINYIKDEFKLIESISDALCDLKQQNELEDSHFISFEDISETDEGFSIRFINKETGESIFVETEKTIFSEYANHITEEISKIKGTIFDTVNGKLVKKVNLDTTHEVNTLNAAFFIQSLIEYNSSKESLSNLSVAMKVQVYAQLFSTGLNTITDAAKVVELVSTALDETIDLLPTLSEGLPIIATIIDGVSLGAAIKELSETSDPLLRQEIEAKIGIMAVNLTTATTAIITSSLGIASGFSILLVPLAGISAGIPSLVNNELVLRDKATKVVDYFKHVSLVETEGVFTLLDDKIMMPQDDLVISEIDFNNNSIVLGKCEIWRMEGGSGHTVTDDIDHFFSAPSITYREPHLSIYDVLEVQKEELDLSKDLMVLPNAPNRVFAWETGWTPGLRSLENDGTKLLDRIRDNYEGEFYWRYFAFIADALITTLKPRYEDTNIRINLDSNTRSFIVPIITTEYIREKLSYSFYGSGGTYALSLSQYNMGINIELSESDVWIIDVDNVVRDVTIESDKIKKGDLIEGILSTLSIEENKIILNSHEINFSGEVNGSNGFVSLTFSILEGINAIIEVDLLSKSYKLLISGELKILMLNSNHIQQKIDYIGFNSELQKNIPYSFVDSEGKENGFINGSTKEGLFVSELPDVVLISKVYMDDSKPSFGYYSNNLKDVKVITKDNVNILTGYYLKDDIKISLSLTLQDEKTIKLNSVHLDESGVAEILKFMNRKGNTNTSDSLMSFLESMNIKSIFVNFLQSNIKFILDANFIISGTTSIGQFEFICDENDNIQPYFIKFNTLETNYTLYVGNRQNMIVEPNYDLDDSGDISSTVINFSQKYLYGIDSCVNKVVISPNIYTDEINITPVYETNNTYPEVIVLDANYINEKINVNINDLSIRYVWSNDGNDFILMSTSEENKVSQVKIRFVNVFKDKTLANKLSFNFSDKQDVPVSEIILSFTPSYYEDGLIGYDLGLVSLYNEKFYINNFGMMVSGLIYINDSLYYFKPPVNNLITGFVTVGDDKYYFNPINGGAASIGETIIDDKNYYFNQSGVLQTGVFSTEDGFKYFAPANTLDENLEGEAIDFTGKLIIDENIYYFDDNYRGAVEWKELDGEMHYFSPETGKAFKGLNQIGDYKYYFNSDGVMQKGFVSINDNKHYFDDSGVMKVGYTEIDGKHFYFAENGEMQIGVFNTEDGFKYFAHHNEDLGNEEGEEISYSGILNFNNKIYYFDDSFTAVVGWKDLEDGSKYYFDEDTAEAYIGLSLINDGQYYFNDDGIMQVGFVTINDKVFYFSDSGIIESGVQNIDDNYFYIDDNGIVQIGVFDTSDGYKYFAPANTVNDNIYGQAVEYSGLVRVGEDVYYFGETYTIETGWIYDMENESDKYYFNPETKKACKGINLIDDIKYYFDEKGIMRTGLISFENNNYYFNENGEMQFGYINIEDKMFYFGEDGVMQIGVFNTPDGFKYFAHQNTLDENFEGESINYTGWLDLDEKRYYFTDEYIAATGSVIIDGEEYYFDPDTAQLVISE
CCHFV vOTU inh = blocks the CCHF virus ovarian tumor domain protease; CCHFV vOTU protease, Pep-AMC fluorescence; inhibition, % at 11.5 µM; actives 0.55% (n = 370,000); AID 651958; in the data active = inhibition above about 30%; also: 0% = vehicle wells with enzyme and 100% = no enzyme wells
PriA SSB inh = blocks PriA binding to SSB C-terminal tail; actives 0.6% (n = 430,000); AlphaScreen SSBct-PriA binding, biotinylated peptide; inhibition, % at 33 µM; in the data active = inhibition mostly above about 37%, no sharp cut-off; inactive = mostly below about 20%;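 also: plate controls were negative control peptide for no effect and reference peptide for full effect; strong numbers were not always called active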
PrPC surface inh = cell surface PrPC inhibition, primary TR-FRET screen. P04156. TR-FRET read-out. inhibition, % at 13.8 µM. actives 0.43% (n = 370,000). AID 720596; in the data active = inhibition above about 24%; also: 0% = median of the test wells and 100% = reference compound wells
VHR inh abs = inhibitors of human VHR1 phosphatase (DUSP3) | P51452 | recombinant VHR phosphatase, pNPP absorbance | inhibition, % at 13.3 µM | actives 0.52% (n = 290,000) | AID 1654; in the data active = inhibition above about 50%; also: some compounds called inactive have numbers as strong as hits
SARS 3CLpro inh = SARS-CoV 3CLpro protease inhibition | actives 0.14% (n = 290,000) | recombinant SARS-CoV 3CLpro, quenched FRET peptide cleavage | P0C6X7 | inhibition, % at 6 µM | AID 1706; in the data active = inhibition above about 12%
* marks the source's active call; other numbers are inactive results. These rows are one share of the data (hit frequency here may not be typical).

Results for CCSc1nnc(-c2ccc(S(=O)(=O)N3CCOCC3)cc2)n1CC1CCCO1 (configuration not stated) ?
BH1578 lux ind: 2.4; MazEF act: -25; Y pestis TopoI: 5; Rv3671c protease: -5; CCHFV vOTU inh: -5; PriA SSB inh: -4; PrPC surface inh: -2; VHR inh abs: 30; SARS 3CLpro inh: -6

What do the screens show for `CCCN(C(=O)CSc1nc2ccccc2n1CC)C1CCS(=O)(=O)C1` (configuration not stated)?
BH1578 lux ind: -0.1; MazEF act: -6; Y pestis TopoI: 0; Rv3671c protease: -13; TcdB GH inh: 2.9; CCHFV vOTU inh: 8; PriA SSB inh: -8; PrPC surface inh: -1; VHR inh abs: -7; SARS 3CLpro inh: 2

Results for CCOc1ccc(OCCN(C)Cc2ccccc2)cc1 ?
BH1578 lux ind: -1.6; MazEF act: 2; Y pestis TopoI: 4; Rv3671c protease: 7; CCHFV vOTU inh: 12; PriA SSB inh: -13; PrPC surface inh: 1; VHR inh abs: -7; SARS 3CLpro inh: 2

Results for COc1ccc(N(C)S(=O)(=O)c2cccc(C(=O)NC3CCCC(C)C3C)c2)cc1 (configuration not stated) ?
BH1578 lux ind: -0.7; MazEF act: -1; Y pestis TopoI: -4; Rv3671c protease: 3; TcdB GH inh: -0.6; CCHFV vOTU inh: 12; PriA SSB inh: -13; PrPC surface inh: 18

What do the screens show for `CCN(CC(=O)Nc1cccc(Br)c1)Cc1nc2ccccc2c(=O)[nH]1`?
BH1578 lux ind: inactive; MazEF act: 9; Y pestis TopoI: 7; CCHFV vOTU inh: 3; PriA SSB inh: 7; PrPC surface inh: 3; VHR inh abs: 19; SARS 3CLpro inh: -2

Results for Cc1ccc(NC(=O)C2(N3CCC3=O)CCCCC2)cc1 ?
BH1578 lux ind: inactive; MazEF act: 6; Y pestis TopoI: -4; Rv3671c protease: 4; TcdB GH inh: 0.1; CCHFV vOTU inh: 16; PriA SSB inh: -5; PrPC surface inh: 6; VHR inh abs: 10; SARS 3CLpro inh: 3

How did COc1ccc(/C=C/c2c([N+](=O)[O-])c(=O)n(C)c(=O)n2C)cc1OC do in these assays?
BH1578 lux ind: -1.9; MazEF act: -15; Y pestis TopoI: 0; Rv3671c protease: 11; CCHFV vOTU inh: -7; PriA SSB inh: -1; PrPC surface inh: 2; VHR inh abs: 24; SARS 3CLpro inh: 0

How did S=c1[nH]nc(COc2ccc(Cl)cc2)n1C1CCCCC1 do in these assays?
BH1578 lux ind: 1.9; MazEF act: -8; Y pestis TopoI: 20; Rv3671c protease: 2; TcdB GH inh: 0.6; CCHFV vOTU inh: 21; PriA SSB inh: 6; PrPC surface inh: 8; VHR inh abs: 9; SARS 3CLpro inh: 3

What do the screens show for `COc1ccc(C(=O)/C=C/Nc2cc(C)ccn2)cc1`?
BH1578 lux ind: -0.7; MazEF act: -4; Y pestis TopoI: -12; Rv3671c protease: -2; TcdB GH inh: 0.0; CCHFV vOTU inh: -6; PriA SSB inh: -7; PrPC surface inh: -3; VHR inh abs: 20; SARS 3CLpro inh: 3

Results for CCOc1ccc(CCNC(=O)COC(=O)c2ccc(OC)c(OC)c2OC)cc1OCC ?
BH1578 lux ind: 2.3; MazEF act: 4; Y pestis TopoI: 7; Rv3671c protease: 4; TcdB GH inh: 1.9; CCHFV vOTU inh: -6; PriA SSB inh: -9; PrPC surface inh: 1; VHR inh abs: 22; SARS 3CLpro inh: -1

How did CCOc1ccc(N2C(=O)CC(Sc3nc(CC(C)C)ccc3C#N)C2=O)cc1 (configuration not stated) do in these assays?
BH1578 lux ind: -0.2; MazEF act: 9; Y pestis TopoI: -2; Rv3671c protease: 1; TcdB GH inh: -0.1; CCHFV vOTU inh: 7; PriA SSB inh: -3; PrPC surface inh: -6; VHR inh abs: 24; SARS 3CLpro inh: 3

How did O=Cc1ccc(N2CCCC2)c(F)c1 do in these assays?
BH1578 lux ind: inactive; MazEF act: 0; Y pestis TopoI: 0; Rv3671c protease: -1; TcdB GH inh: -0.7; CCHFV vOTU inh: 13; PriA SSB inh: -24; PrPC surface inh: 11; VHR inh abs: -1; SARS 3CLpro inh: 4

Looked up by compound from the list above (three):
Results for CCOc1ccc(OCCN(C)Cc2ccccc2)cc1 ?
BH1578 lux ind: -1.6; MazEF act: 2; Y pestis TopoI: 4; Rv3671c protease: 7; CCHFV vOTU inh: 12; PriA SSB inh: -13; PrPC surface inh: 1; VHR inh abs: -7; SARS 3CLpro inh: 2

How did COc1ccc(/C=C/c2c([N+](=O)[O-])c(=O)n(C)c(=O)n2C)cc1OC do in these assays?
BH1578 lux ind: -1.9; MazEF act: -15; Y pestis TopoI: 0; Rv3671c protease: 11; CCHFV vOTU inh: -7; PriA SSB inh: -1; PrPC surface inh: 2; VHR inh abs: 24; SARS 3CLpro inh: 0

Results for Cc1ccc(NC(=O)C2(N3CCC3=O)CCCCC2)cc1 ?
BH1578 lux ind: inactive; MazEF act: 6; Y pestis TopoI: -4; Rv3671c protease: 4; TcdB GH inh: 0.1; CCHFV vOTU inh: 16; PriA SSB inh: -5; PrPC surface inh: 6; VHR inh abs: 10; SARS 3CLpro inh: 3

More records follow.
What do the screens show for `CCOc1cc(CNCc2ccccn2)cc(Cl)c1OC`?
BH1578 lux ind: -4.1; MazEF act: 2; Y pestis TopoI: 10; Rv3671c protease: -16; TcdB GH inh: 1.2; CCHFV vOTU inh: -1; PriA SSB inh: -15; PrPC surface inh: -3; VHR inh abs: 22; SARS 3CLpro inh: -6

Results for COc1nc(-c2ccccc2)ccc1-c1noc(-c2ccccc2F)n1 ?
BH1578 lux ind: -5.9; MazEF act: 12; Y pestis TopoI: -9; Rv3671c protease: -4; CCHFV vOTU inh: -6; PriA SSB inh: 3; PrPC surface inh: -5; VHR inh abs: 4; SARS 3CLpro inh: -1

How did CN(C)c1ccc(/C=C(/NC(=O)c2ccccc2)C(=O)N2CCCC2)cc1 do in these assays?
BH1578 lux ind: -0.5; MazEF act: 59*; Y pestis TopoI: 3; Rv3671c protease: -7; TcdB GH inh: -4.4; CCHFV vOTU inh: 22; PriA SSB inh: -5; PrPC surface inh: 6; VHR inh abs: 20; SARS 3CLpro inh: 4

Results for CC1CCN(Cc2ccc(-c3nnn(CC(=O)Nc4ccccc4Cl)n3)cc2)CC1 ?
BH1578 lux ind: -0.1; MazEF act: 6; Y pestis TopoI: -1; Rv3671c protease: 0; TcdB GH inh: 2.0; CCHFV vOTU inh: -9; PriA SSB inh: 0; PrPC surface inh: 7; VHR inh abs: 9; SARS 3CLpro inh: 2

Results for COc1ccc(OC)c(Cc2nnc(CCC(=O)N3CCCCCC3)o2)c1 ?
BH1578 lux ind: inactive; MazEF act: 12; Y pestis TopoI: 2; Rv3671c protease: 4; TcdB GH inh: 1.8; CCHFV vOTU inh: 0; PriA SSB inh: 1; PrPC surface inh: 0; VHR inh abs: 0; SARS 3CLpro inh: 0

What do the screens show for `NC(=S)COc1ccccc1`?
BH1578 lux ind: -1.3; MazEF act: 7; Y pestis TopoI: 4; Rv3671c protease: -1; TcdB GH inh: 1.6; CCHFV vOTU inh: -4; PriA SSB inh: -11; PrPC surface inh: -1; VHR inh abs: 16; SARS 3CLpro inh: -2

Results for CCOc1cc2c(cc1OCC)-n1cccc1C(c1ccc(F)cc1)NC2 (configuration not stated) ?
BH1578 lux ind: inactive; MazEF act: 3; Y pestis TopoI: -3; Rv3671c protease: 7; TcdB GH inh: 0.5; CCHFV vOTU inh: -8; PriA SSB inh: 9; PrPC surface inh: 5; VHR inh abs: 17; SARS 3CLpro inh: 3

What do the screens show for `Cc1coc2cc3oc(=O)c(CCC(=O)NC4CC4)c(C)c3cc12`?
BH1578 lux ind: -0.4; MazEF act: 10; Y pestis TopoI: 7; Rv3671c protease: 5; TcdB GH inh: 1.0; CCHFV vOTU inh: -18; PriA SSB inh: -11; PrPC surface inh: 7; VHR inh abs: 8; SARS 3CLpro inh: 2

What do the screens show for `C1=Nc2c(NCc3ccccc3)ncnc2Oc2ccccc21`?
BH1578 lux ind: -1.1; MazEF act: -1; Y pestis TopoI: 19; Rv3671c protease: -9; CCHFV vOTU inh: 4; PriA SSB inh: -7; PrPC surface inh: 6; VHR inh abs: 5; SARS 3CLpro inh: -4

What do the screens show for `Cc1sc2ncnc(SCc3ccco3)c2c1C`?
MazEF act: -7; Y pestis TopoI: 17; Rv3671c protease: 0; CCHFV vOTU inh: -17; PriA SSB inh: 3; PrPC surface inh: 4; VHR inh abs: 28; SARS 3CLpro inh: 4

What do the screens show for `CC(C)C(NC(=O)C1CCCCC1)C(=O)NC1CCCC(C)C1C` (configuration not stated)?
BH1578 lux ind: -0.6; MazEF act: -8; Y pestis TopoI: -3; Rv3671c protease: 1; PriA SSB inh: -16; VHR inh abs: -9; SARS 3CLpro inh: 4

What do the screens show for `O=S(=O)(Nc1cccc(-c2ccc(N3CCOCC3)nn2)c1)c1cc(Cl)ccc1Cl`?
BH1578 lux ind: inactive; MazEF act: -1; Y pestis TopoI: 23; Rv3671c protease: -8; TcdB GH inh: 1.2; CCHFV vOTU inh: -10; PriA SSB inh: -6; PrPC surface inh: 1

Results for COc1cccc(C(C)(O)c2nc(-c3cccc(NC(C)=O)c3)cs2)c1 (configuration not stated) ?
BH1578 lux ind: -0.4; Y pestis TopoI: 7; TcdB GH inh: -0.2; CCHFV vOTU inh: -6; PrPC surface inh: 1

How did Cc1ccc(-n2nc3c(=O)n(CCCC(=O)NCc4ccc(F)cc4)nc(C)c3c2C)cc1 do in these assays?
BH1578 lux ind: -6.2; MazEF act: 3; Y pestis TopoI: 26; Rv3671c protease: -2; TcdB GH inh: -0.1; CCHFV vOTU inh: 22; PriA SSB inh: -13; PrPC surface inh: 7; VHR inh abs: 33; SARS 3CLpro inh: -1

What do the screens show for `CCCNC(=O)CN1C(=O)NC(Cc2c[nH]c3ccccc23)C1=O` (configuration not stated)?
BH1578 lux ind: -1.1; MazEF act: 10; Y pestis TopoI: 4; Rv3671c protease: 6; TcdB GH inh: 1.6; CCHFV vOTU inh: 8; PriA SSB inh: -3; PrPC surface inh: -4; VHR inh abs: 3; SARS 3CLpro inh: 0

How did C[C@@H]1C(c2cccc(Cl)c2)=NN(c2ccc(Br)cc2)[C@H]1C(=O)N1CCOC1=O do in these assays?
BH1578 lux ind: 0.7; MazEF act: -11; Y pestis TopoI: -17; PriA SSB inh: -43

What do the screens show for `COc1ccc2c(c1)CCC/C2=N\OC(=O)c1ccccc1F`?
BH1578 lux ind: -0.3; MazEF act: 1; Y pestis TopoI: 34; Rv3671c protease: -5; TcdB GH inh: 1.5; CCHFV vOTU inh: -7; PrPC surface inh: -7; VHR inh abs: 6; SARS 3CLpro inh: -1

Results for Cc1sc2ncnc(N3CCC(C(=O)NNC(=O)COc4ccc(Br)cc4)CC3)c2c1C ?
BH1578 lux ind: inactive; MazEF act: -9; Y pestis TopoI: 0; Rv3671c protease: 0; TcdB GH inh: 0.1; CCHFV vOTU inh: 5; PriA SSB inh: -6; PrPC surface inh: 4

Results for CCC(NC(=O)NC1=NCCS1)(C(F)(F)F)C(F)(F)F ?
BH1578 lux ind: -2.0; MazEF act: 5; Y pestis TopoI: 3; Rv3671c protease: 5; CCHFV vOTU inh: 13; PriA SSB inh: -13; PrPC surface inh: -2; VHR inh abs: 57*; SARS 3CLpro inh: 1

Results for CN(CCOc1ccccc1)C(=O)CNC(=O)c1ccc(C(C)(C)C)cc1 ?
BH1578 lux ind: inactive; MazEF act: -4; Y pestis TopoI: 27; Rv3671c protease: -11; TcdB GH inh: 0.6; CCHFV vOTU inh: 4; PriA SSB inh: -9; PrPC surface inh: -5

How did COc1cc(NC(=O)c2ccc(NC3=NC4CS(=O)(=O)CC4S3)cc2)cc(OC)c1OC (configuration not stated) do in these assays?
BH1578 lux ind: -1.3; MazEF act: 4; Y pestis TopoI: -5; Rv3671c protease: 1; TcdB GH inh: 0.9; CCHFV vOTU inh: -6; PriA SSB inh: -6; PrPC surface inh: -2; VHR inh abs: -18; SARS 3CLpro inh: -3
